LYP act: LYP phosphatase activators, primary screen, biochemical, DiFMUP fluorescence, 2 µM | activation, % at 2 µM | recombinant LYP; 0 = plate median, 100 = signal doubled | 96,000 tested, 0.11% active;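 active = activation at 2 µM above a set limit, the mean plus 5 SD, cut at about 37% in these data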
VCAM1 TNFa inh: inhibitors of TNFa-induced VCAM1 expression, primary screen, imaging, HUVEC, TNFa stimulus, immunofluorescence. HUVEC TNFa-induced VCAM-1 immunofluorescence, high-content imaging. 95,000 tested, 0.48% active. inhibition, % at 2 µM;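 active = inhibition above the batch mean plus 3 SD, with images confirmed as a hit by eye, cut at about 37% in these data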;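 also: 0% = TNF-stimulated DMSO wells and 100% = unstimulated control wells; not every result past the cut was called active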
Pyk2 oligo antag: antagonists of Pyk2 self-association, primary screen, Q293 cells, FERM NanoBiT luminescence, HTS. z-score (the deposit names both 25 µM and 10 µM). active compounds read low. AID 1347419, 2020. 99,000 tested, 0.83% active;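 active = Z-score of -3 or lower, scaled per plate to the spread of control and sample wells; inactive = z-score above -3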;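 also: negative z-score means lost luminescence so less FERM oligomerization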
LYP inh 2: PTPN22 phosphatase inhibitors, primary screen, biochemical, DiFMUP fluorescence, 2 µM. Tyrosine-protein phosphatase non-receptor type 22 (Homo sapiens), Q9Y2R2. recombinant LYP catalytic domain. inhibition, % at 2 µM. 96,000 tested, 0.21% active;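 active = inhibition at 2 µM at or above a set limit, the screen mean plus 3 SD, cut at about 24% in these data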;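 also: 0% = DMSO with enzyme and 100% = enzyme fully blocked by orthovanadate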
HUVEC tox TNFa: cytotoxicity in TNFa-stimulated HUVEC, primary screen, cytotoxicity control for VCAM1 expression modulator project, imaging, Hoechst nuclei count; 93,000 tested, 0.17% active; HUVEC TNFalpha-stimulated, Hoechst cell count; cell count reduction, % at 2 µM;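 active = cell count reduction exceeding the screen mean by over 5 SD, scaled to untreated wells per plate, cut at about 78% in these data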;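 also: cells counted after 24 h of TNF alpha exposure following the 1 h pretreatment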
F-actin modifier: modifiers of F-actin cytoskeleton organization, primary screen, imaging, HUVEC, phalloidin staining, high-content imaging | inhibition, % at 2 µM | 91,000 tested, 0.18% active | HUVEC TNFa F-actin phalloidin imaging;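 active = inhibition above the batch mean plus 3 SD and confirmed as a hit by visual image inspection, cut at about 30% in these data, passing the limit was not always enough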; also: strong numbers were not always called active
ERa SRC1 inh: ERα–SRC-1 coactivator interaction inhibitors, primary screen, biochemical, TR-FRET, ERα LBD, estradiol-bound; Estrogen receptor (Homo sapiens), P03372; TR-FRET ER-alpha LBD / SRC-1 peptide; inhibition, % at 25.6 µM; 86,000 tested, 1.7% active; in the data active = inhibition above about 50%;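 also: 0% = receptor plus peptide control and 100% = peptide only without receptor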
Target sequence (P03372 whole entry, looked up, the tested form may be a part): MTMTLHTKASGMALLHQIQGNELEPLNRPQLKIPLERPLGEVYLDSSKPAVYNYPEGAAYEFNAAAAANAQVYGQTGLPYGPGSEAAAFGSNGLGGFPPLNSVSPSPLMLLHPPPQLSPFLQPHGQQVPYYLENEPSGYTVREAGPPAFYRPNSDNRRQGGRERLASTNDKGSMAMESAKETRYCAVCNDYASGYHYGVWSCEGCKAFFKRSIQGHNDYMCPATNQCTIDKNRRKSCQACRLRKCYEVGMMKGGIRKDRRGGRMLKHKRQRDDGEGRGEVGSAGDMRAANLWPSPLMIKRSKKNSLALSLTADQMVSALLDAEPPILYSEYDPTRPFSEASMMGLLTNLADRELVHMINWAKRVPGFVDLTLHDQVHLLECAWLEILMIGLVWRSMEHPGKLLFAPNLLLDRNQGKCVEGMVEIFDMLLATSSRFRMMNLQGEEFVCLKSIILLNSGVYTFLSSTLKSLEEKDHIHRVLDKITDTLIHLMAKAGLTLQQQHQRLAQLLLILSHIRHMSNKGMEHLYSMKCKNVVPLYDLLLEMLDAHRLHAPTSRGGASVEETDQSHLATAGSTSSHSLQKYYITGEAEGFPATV
FAK blocker: FAK kinase inhibitors, primary screen, biochemical; biochemical FAK kinase activity assay; inhibition, %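 (tested at 7 µM)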; 97,000 tested, 0.84% active; AID 727, 2007; in the data active = inhibition above about 19%;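 also: 0% = DMSO and 100% = reference compound high control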
HUVEC tox IL1B: cytotoxicity in IL-1B stimulated HUVEC, primary screen, cytotoxicity control for IL-1B NFkB translocation project, imaging, Hoechst nuclear count, IL-1B stimulus; HUVEC cell count loss; cell count reduction, % at 2 µM; 94,000 tested, 0.41% active; AID 845, 2007;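 active = cell count reduction more than 3 SD above the screen-wide mean, cut at about 70% in these data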;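 also: normalized per plate to untreated control cells as the no-loss baseline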
Active calls of the source: *; / = no result given; [ ] = dose if it differs, or a comment.

SMILES | LYP act | VCAM1 TNFa inh | Pyk2 oligo antag | LYP inh 2 | HUVEC tox TNFa | F-actin modifier | ERa SRC1 inh | FAK blocker | HUVEC tox IL1B
COc1ccc(-c2nc(NC(=O)c3ccccc3)sc2-c2ccc([N+](=O)[O-])cc2)cc1 | 9 | 8 | -1 | -3 | 4 | 16 | / | 1 | 8
COc1ccccc1N(CN1CCCC1=O)C(=O)c1c(F)cccc1Cl | -2 | 2 | 2.2 | 4 | -3 | -7 | -8 | 3 | -14
O=S(=O)(c1cccc(-c2nc3n(n2)Cc2ccccc2-3)c1)N1CCCCC1 | 3 | -5 | -1.1 | 0 | -29 | 10 | / | -2 | -26
COC(=O)c1nn(-c2ccc(OC)cc2)c(=O)cc1Oc1ccccc1 | -2 | -17 | -0.81 | 1 | -12 | 4 | / | -5 | -85
Cc1ccc(CS(=O)(=O)Cc2ccc(C(=O)NCCCN3CCOCC3)o2)cc1 | 1 | -7 | 0.49 | -4 | -12 | 17 | -7 | -4 | 4
CCOC(=O)/C=C1\SCC(=O)N1CC(=O)c1ccc[nH]1 | -3 | / | 0.21 | 1 | / | / | 87*[fluorescence artefact?] | 8 | -18
O=C(CN(Cc1ccccc1Cl)C(=O)c1ccc(CN2CCOCC2)o1)NCc1ccccc1 | 3 | 11 | 0.42 | -5 | -7 | -3 | -5 | 7 | 21
FC(F)(F)c1cc(-c2ccco2)nc(-n2cnc3ccccc32)n1 | -3 | 2 | -0.33 | 0 | -17 | 16 | 16[fluorescence artefact?] | 4 | -32
CCCc1cc(=O)[nH]c(SCC(=O)Nc2ccc(OC(F)F)cc2)n1 | 2 | 3 | -0.37 | 1 | -31 | 13 | -1 | 1 | 28
CC(C)C(c1nnnn1C1CCCC1)N(C)C1CCCCC1 (configuration not stated) | 3 | 0 | 0.18 | -4 | -21 | 2 | 8[fluorescence artefact?] | 0 | -10
CN1CCN(C(=O)C2(NC(=O)NCc3ccccc3)CCCCC2)CC1 | 7 | 18 | 0.31 | -15 | -8 | 1 | -1 | -2 | -8
O=C(CC1(O)C(=O)N(Cc2ccccc2)c2ccccc21)c1ccc2c(c1)OCO2 (configuration not stated) | -5 | -2 | -0.31 | 6 | -15 | 4 | -8 | 0 | 8
Cc1ccc(-c2cc(C(=O)NCc3ccccn3)c3ccccc3n2)cc1C | -5 | 0 | -0.91 | 9 | -2 | -23 | / | -5 | -33
O=C(CN1C(=O)COc2ccccc21)N(Cc1ccccc1)Cc1ccccn1 | 1 | 7 | 0.09 | 0 | -18 | -10 | -6 | -3 | 3
CCN(CC)C(=O)CN1C(=O)C2CC=C(Cl)CC2C1=O (configuration not stated) | 5 | -3 | / | -8 | -25 | 11 | -8[fluorescence artefact?] | 1 | -8
COC(=O)CCN(C1CCCCC1)S(=O)(=O)c1ccc(S(=O)(=O)N2CCCCC2)cc1 | 1 | 19 | -0.45 | -2 | -14 | 25 | 0 | 4 | 14
Nc1nnnn1/N=C/c1ccccn1 | 6 | -4 | -0.14 | -3 | -14 | 5 | -8 | 1 | -1
CCS(=O)(=O)Nc1ccc(-c2nnc(SCC(=O)OC)o2)cc1 | 4 | -10 | -0.27 | -6 | 8 | -33 | 28 | 5 | 13
N#CCCN(CCC#N)c1nnc(-c2ccccc2)s1 | -4 | 5 | 0.69 | 1 | -30 | -10 | -4 | -2 | -34
CN1CCN(c2nc(N3CCN(c4ccccc4)CC3)ncc2F)CC1 | -2 | 14 | -0.1 | 1 | -9 | 2 | -6 | 2 | -12
CN(C)C(=O)c1cn(-c2ccccc2)nc1-c1cccs1 | 8 | 5 | -0.32 | -7 | -9 | 15 | -1 | -1 | 12
O=C(CN1C(=O)CNC1=O)Nc1cccc(C(F)(F)F)c1 | 10 | -8 | -0.44 | -7 | 0 | -3 | -9 | 0 | -47
O=C(O)C1CC(=O)N(Cc2ccc3c(c2)OCO3)C1 (configuration not stated) | -8 | -17 | -0.31 | 7 | / | 0 | -15 | -1 | -3
CCCCCC1CC1C(=O)N/N=C/c1ccc(N(C)C)cc1 (configuration not stated) | 4 | 15 | -0.92 | -1 | -10 | -7 | / | -2 | -65
CCN(CC)c1ccc(-c2nnc(SCC(=O)Nc3ccccc3C#N)n2-c2ccccc2)cc1 | -18 | 4 | -0.14 | 20 | 5 | 14 | 52*[fluorescence artefact?] | 1 | -1
Cc1ccc(NCC(O)C(O)C(O)CO)cc1C (configuration not stated) | 11 | -6 | 0.14 | -11 | -11 | 16 | -23 | 0 | -2
CN(C)c1ccc(CNn2cnnc2SCc2ccc(F)cc2)cc1 | -4 | -19 | 0.91 | 3 | 12 | -12 | 1[fluorescence artefact?] | 8 | 3
Cc1ccc(-c2nc(=S)c3c(n2CC2CCCO2)CC(C)(C)OC3)cc1 (configuration not stated) | 3 | 2 | -0.84 | -1 | -4 | -11 | -11 | -1 | -1
CC(=O)Nc1ccc(Oc2ccc3nc(C)[nH]c3c2)cc1 | -13 | 9 | 0.42 | 15 | 2 | -1 | 2[fluorescence artefact?] | 0 | 18
Cc1[nH]c2ccccc2c1C1C(c2ccccc2)=NN=C(C(C)C)N1O (configuration not stated) | 0 | 4 | -3.6* | 6 | -30 | 13 | 3 | -1 | 2

Complete entries as entered above. Order of values: LYP act	VCAM1 TNFa inh	Pyk2 oligo antag	LYP inh 2	HUVEC tox TNFa	F-actin modifier	ERa SRC1 inh	FAK blocker	HUVEC tox IL1B
Shown for N#CCCN(CCC#N)c1nnc(-c2ccccc2)s1 = -4	5	0.69	1	-30	-10	-4	-2	-34
Shown for Cc1[nH]c2ccccc2c1C1C(c2ccccc2)=NN=C(C(C)C)N1O (configuration not stated) = 0	4	-3.6*	6	-30	13	3	-1	2
Shown for Nc1nnnn1/N=C/c1ccccn1 = 6	-4	-0.14	-3	-14	5	-8	1	-1
Shown for Cc1ccc(-c2nc(=S)c3c(n2CC2CCCO2)CC(C)(C)OC3)cc1 (configuration not stated) = 3	2	-0.84	-1	-4	-11	-11	-1	-1

The list goes on.
SMILES | LYP act | VCAM1 TNFa inh | Pyk2 oligo antag | LYP inh 2 | HUVEC tox TNFa | F-actin modifier | ERa SRC1 inh | FAK blocker | HUVEC tox IL1B
O=C1c2ccccc2NC(c2ccc3c(c2)OCO3)N1O (configuration not stated) | 19 | 10 | 0.05 | -22 | -15 | 18 | -4 | 0 | -40
CC(C)(C)C1CCC(OC(=O)c2ccncc2)CC1 (configuration not stated) | -1 | 12 | -0.31 | 1 | -14 | -6 | -8 | -1 | -17
CCCSC1=C(C#N)C(c2cccnc2)C(C(=O)OCC)=C(c2ccccc2)N1 (configuration not stated) | 8 | -21 | -2.8 | -5 | -35 | 6 | / | 5 | -12
COc1ccc(CC(NC(C)=O)C(=O)NC2CCN(S(=O)(=O)c3cccc4ccccc34)CC2)cc1OC (configuration not stated) | -11 | 2 | 1.9 | 12 | -1 | -3 | 8 | 0 | 1
Cn1c(=O)c2cc(S(=O)(=O)Nc3ccc4c(c3)OCO4)ccc2n(C)c1=O | -12 | -3 | 0.62 | 14 | -2 | 7 | 2 | 9 | 22
Cc1ccc(NC(=O)CCN2C(=O)CSC2=O)c(C)c1 | 15 | -16 | 0.14 | -13 | -32 | -2 | -14 | 0 | 0
NC(=NC(=O)c1ccccc1)N1CCOCC1 | -2 | 1 | 1.7 | 5 | 9 | -10 | / | -1 | 6
C=CCNC(=O)c1onc(CSc2ccccc2CC)c1C(=O)O | -2 | -1 | / | 5 | -27 | -18 | / | -11 | -7
O=S(=O)(c1cccc(S(=O)(=O)N2CCC(n3nnc4ccccc43)CC2)c1)N1CCCCC1 | 2 | -12 | 1.5 | -2 | -29 | -5 | 2[fluorescence artefact?] | -4 | 0
CCCn1c(C2CC(=O)N(c3ccc(C)cc3)C2)nc2ccccc21 (configuration not stated) | 10 | 14 | -0.86 | -8 | 9 | 5 | -3 | -5 | -11
COc1ccc(S(=O)(=O)N(C)CC(=O)Nc2cccc(C(C)=O)c2)cc1C | 4 | -7 | 0.51 | -4 | 4 | 18 | 16 | 3 | -4
CCCCN1CNC(=S)N(c2cc(C)ccc2C)C1 | 5 | 0 | -0.18 | -3 | -18 | -12 | 2[fluorescence artefact?] | 1 | 0
COC(=O)C1=C(CSCc2ccccc2)NC(=O)NC1c1cc(C)ccc1C (configuration not stated) | -5 | 26 | -2.8 | 7 | 15 | -21 | -6 | 2 | -4
COc1ccc(CNC(=O)COC(=O)c2c[nH]c(=O)[nH]c2=O)cc1OC | 6 | -2 | -0.48 | -6 | -8 | 10 | 0 | 2 | -15
CCOCCn1c(CN2CCN(c3cccc(Cl)c3)CC2)nc2c1c(=O)n(C)c(=O)n2C | -3 | 30 | / | 1 | -3 | -7 | 3 | 3 | 18
COc1ccc(-c2cn3c(C)c(C(=O)Nc4cccc(C)n4)sc3n2)cc1 | -13 | 13 | -0.43 | 12 | -6 | -7 | -1 | 1 | -9
O=C(N/N=C/C1CCCCC1)c1cc(Cl)ccc1O | -7 | -18 | -0.42 | 10 | 18 | 1 | / | 2 | 9
COc1cc(C2NC(=O)NC(C)=C2C(=O)NCc2ccccc2)c(Cl)cc1O (configuration not stated) | -2 | -3 | 0.83 | 1 | 2 | 2 | 6 | -2 | -93
COc1ccc(CCNC(=O)CCn2cccc2)cc1OC | 5 | 30 | 0.43 | -4 | -12 | -4 | / | -11 | -2
CC1=CCC(C(=O)O)C(C(=O)O)C1 (configuration not stated) | -3 | 0 | 1.4 | 2 | -10 | -11 | / | 4 | 37
CCN(CC)c1ccc(C=Nc2ccc(N(C)C)cc2)c(O)c1 | -13 | -20 | -0.45 | 14 | / | 18 | 2 | 7 | -1
CCOC(=O)CCC(=O)N1CCOCCOCCN(C(=O)CCC(=O)OCC)CCOCC1 | 5 | -22 | 0.82 | -2 | 1 | -7 | -7 | 2 | -115
COC(=O)c1sc(S(=O)(=O)NCc2cccs2)c(C(=O)OC)c1C | -1 | -12 | -0.82 | -5 | 24 | 0 | -14 | 0 | 27
O=C(O)CSc1nnc(Cn2cnc3ccccc32)n1CCc1ccccc1 | -2 | 1 | 0.08 | 2 | -21 | 18 | 4 | -5 | -38
CC1(C)Cc2c(ccc3ccccc23)C(NNC(=O)c2cccnc2)=N1 | -5 | -5 | 0.15 | 5 | -6 | -28 | 5 | 5 | 7
CCOC1(OCC)N=C(N)C2(C#N)C(c3cccc(OC)c3OC)C12C#N (configuration not stated) | -10 | 22 | -0.07 | 8 | -1 | 8 | -8 | 1 | -16
Cn1nnnc1SCC(=O)Nc1ccccc1[N+](=O)[O-] | 4 | -1 | 0.19 | -2 | 2 | -22 | / | 4 | 2
Cc1ccc(C2C(=O)N(C3CCCC3)CC(=O)N2C2CCCCC2)cc1 (configuration not stated) | -8 | -5 | -0.95 | 8 | 0 | -5 | 4[fluorescence artefact?] | 2 | -9
O=S(=O)(Nc1ccc(-n2cccc2)cc1)c1ccccc1 | -6 | 40* | -2.2 | 9 | 26 | -25 | / | -2 | -25
Cc1cc(=O)[nH]c(SCC(N)=O)c1C#N | 4 | 4 | 1.2 | -2 | -22 | -27 | -2 | -5 | -33
COc1ccc(NC(=O)c2nnn(Cc3ccc(SC)cc3)c2N)c(OC)c1 | -12 | 15 | / | 9 | -32 | -2 | 19 | -1 | 6
CO/N=C/CC(=O)Nc1ccc(F)cc1F | -8 | 12 | 0.58 | 10 | 24 | -18 | / | -3 | -8
COc1ccc(NC(=O)CC2CCCCC2)cc1OC | 0 | 1 | -0.38 | -3 | 5 | 8 | -1 | -1 | -55

Bioassay records: PubChem BioAssay, several laboratories
